human PMI inhibitors: human PMI inhibitors, high substrate, primary screen, biochemical, fluorescence intensity, high mannose 6-phosphate (AID 1220). 190,000 tested, 0.66% active. recombinant PMI enzyme, coupled fluorescence intensity; higher % means a stronger effect. one-dose inhibition, % at 20 µM; IC50 in µM for titrated hits
Insulin prom up: MIN6 insulin promoter up-regulation | MIN6 insulin promoter-GFP reporter, high-content imaging; active compounds read high | z-score at 5 µM | 190,000 tested, 0.3% active;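 active = z-score above 3 at 5 µM with at least 500 cells counted in the well; inconclusive = wells under 500 cells, flagged as cytotoxic or low count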
CSM14.1 death rescue: rescue of cells from ER stress-induced death, primary screen, 384-well, CSM14.1, thapsigargin, ATP luminescence (AID 1222); 190,000 tested, under 10 active; CSM14.1 thapsigargin-induced death rescue, ATP luminescence; higher % means a stronger effect; one-dose cellular ATP content (survival), % at 20 µM; EC50 in µM for titrated hits;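 active = EC50 below 50 µM in the dose-response confirmation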;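 note: death triggered by thapsigargin at about 15 µM added after 2 h compound pretreatment; cell ATP read after overnight thapsigargin exposure of roughly 18 to 22 hours; normalized against plate controls of thapsigargin alone and 5% DMSO vehicle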
human PMI inhibition: inhibitors of human PMI, primary screen, biochemical, fluorescence intensity, coupled assay (AID 1209) | purified PMI enzyme, coupled fluorescence intensity; higher % means a stronger effect | inhibition, % at 20 µM, or IC50 in µM where a hit was titrated | 190,000 tested, 0.42% active;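 note: plate controls were DMSO vehicle for no effect and wells lacking substrate for full effect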
TNAP activation fold: human TNAP enzyme activators, primary screen, biochemical, luminescent, no phosphate acceptor, uHTS (AID 1001). purified TNAP, luminescent activation assay, no phosphate acceptor; higher activation fold means a stronger effect. one-dose activation fold at 20 µM; EC50 in µM for titrated hits. 200,000 tested, 0.03% active; in the data active = activation fold from about 3, or a potency from the dose series; inactive = the rest, 99 in 100 with activation fold below about 1.6; note: many of its hits are not listed in these tables
Large T inhibition: TAg ATPase/helicase activity blockers – biochemical (AID 1903) | 310,000 tested, 0.39% active | inhibition, % at 20 µM, or IC50 in µM where a hit was titrated | SV40 large T antigen ATPase/helicase inhibition assay; higher % means a stronger effect; in the data active = a potency from the dose series; inconclusive = inhibition mostly from about 32% at the one dose, without a potency; inactive = the rest, 99 in 100 with inhibition below about 32%; note: strong numbers were not always called active
RSV CPE inhibition: RSV antiviral activity via CPE protection, HEp-2 cells, primary 10 µM value included (AID 2391). HEp-2 cells, RSV-induced CPE inhibition; higher % means a stronger effect. CPE inhibition, % at 10 µM, or IC50 in µM where a hit was titrated. 310,000 tested, 0.13% active; in the data active = a potency from the dose series; inconclusive = CPE inhibition mostly from about 23% at the one dose, without a potency; inactive = the rest, 99 in 100 with CPE inhibition below about 21%; note: strong numbers were not always called active
West Nile antiviral: West Nile virus antiviral activity, cell-based, CPE readout (AID 1621); West Nile virus-infected cells, CPE inhibition; higher % means a stronger effect; CPE inhibition, % at 10 µM; hits with a dose series show IC50 in µM; 290,000 tested, 0.02% active; in the data active = a potency from the dose series; inconclusive = CPE inhibition mostly from about 3.7% at the one dose, without a potency; inactive = the rest, 99 in 100 with CPE inhibition below about 2.2%; note: strong numbers were not always called active
PhoP inhibition: PhoP-dependent GFP reporter repression – Salmonella Typhimurium, primary screen (AID 1863). S. Typhimurium PhoP-regulated promoter GFP reporter, 4 h; higher % means a stronger effect. one-dose inhibition, % at 50 µM; IC50 in µM for titrated hits. 300,000 tested, 0.16% active;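 active = inhibition over 29.93%, a cutoff 3 SD above the screen mean, later confirmed by dose response; inconclusive = inhibition over 29.93% but no dose response follow-up; inactive = inhibition at most 29.93% or unconfirmed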;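 note: 0% = low Mg2+ inducing control and 100% = high Mg2+ repressing control; strong numbers were not always called active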
Insulin prom up cell count: recorded beside Insulin prom up, whose call it bears; cell count; measured here: cytotoxicity, nuclei count;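 total cells summed across four imaged fields per well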
Active calls of the source: *; u = inconclusive; x = not tested or not shown. Cut-off read from the data, not from the text of the source, unless noted: active = inhibition above about 50%; inactive = the rest. Rows are unselected, and some 1.5% of all compounds hit somewhere here.

SMILES	human PMI inhibitors	Insulin prom up	Insulin prom up cell count	CSM14.1 death rescue	human PMI inhibition	TNAP activation fold	Large T inhibition	RSV CPE inhibition	West Nile antiviral	PhoP inhibition
COc1ccccc1N1CCN(c2ccc([N+](=O)[O-])cn2)CC1	x	x	x	x	x	x	10%	3.7%	1.0%	-2%
COc1cccc(NC(=O)c2cc3ccccc3cc2OC)c1	x	x	x	x	x	x	1%	5.4%	-0.2%	-3%
FC(F)(F)c1nc2cc3nc4ccccc4[nH]c3cc2n1	x	0.54	1053	x	x	x	0%	8.8%	0.0%	-1%
Cc1cccc(NC(=O)c2ccc(N3CCOCC3)c([N+](=O)[O-])c2)n1	2%	0.91	1597	-2.0%	5%	1	-2%	2.1%	0.2%	-1%
O=C1N=C(N2CCOCC2)S/C1=C/c1ccc(-c2ccc(F)cc2)o1	4%	-0.53	1351	-1.5%	8%	1	x	1.1%	-1.3%	x
COc1ccc(C(CNC(=O)c2oc3cc(C)c(Cl)cc3c2C)N2CCCCC2)cc1 (centres undefined)	x	x	x	x	x	x	4%	2.2%	0.3%	-2%
Cc1noc(NC(=O)c2ccccc2C(F)(F)F)c1C#N	-10%	-0.23	1402	-0.7%	-5%	1.1	9%	2.0%	0.0%	4%
CCOC(=O)C1=C(C)N=C2SC(C(=O)OC)=CC(=O)N2C1c1cc(OC)c(OC)c(OC)c1 (centres undefined)	9%	-0.23	1514	2.9%	20%	1	6%	1.3%	-0.4%	2%
COc1ccc(CCN2C(=O)CC(N3CCN(S(=O)(=O)c4ccccc4)CC3)C2=O)cc1 (centres undefined)	1%	-1.2	1309	0.3%	6%	1	1%	2.2%	-0.2%	3%
Cc1cc(/C=N/n2cnnc2)c(C)n1-c1ccc2c(c1)OCO2	9%	x	x	3.0%	-3%	1.1	9%	0.4%	0.0%	0%
CCN1CCN(CCC(=O)Nc2cc(OC)ccc2OC)CC1	x	x	x	x	x	x	15%	0.3%	0.9%	1%
COC(=O)c1cc(NS(=O)(=O)c2ccc(OC)c(OC)c2)ccc1Cl	7%	0.75	1372	-2.2%	13%	1.1	-1%	4.2%	-0.7%	-8%
COc1ccc(CC(=O)N/N=C(\C)c2cccnc2)cc1	x	x	x	x	x	x	6%	0.8%	-0.8%	-1%
CC(C)n1c(NCc2ccc(N(C)C)cc2)nc2ccccc21	24%	1.2	1310	-1.7%	24%	1	19%	2.5%	-0.1%	-7%
Cc1ccccc1CC(=O)c1ccc(O)c(C)c1O	4%	0.64	1378	-0.5%	10%	1	4%	4.3%	-0.4%	6%
C=CCOc1ccc(/C=N/Nc2ccccn2)cc1OC	-12%	0.18	1201	x	-2%	1.1	0%	5.1%	-1.0%	3%
CSc1nnc(-c2cccn(Cc3cccc(Cl)c3)c2=O)o1	4%	-0.12	1303	0.0%	3%	1.1	22%	1.2%	-1.5%	10%
Cn1cnnc1Sc1ccc(/C=C(\CCC(=O)O)c2nc3ccccc3s2)cc1[N+](=O)[O-]	7%	0.91	1495	0.5%	-1%	1	6%	2.3%	-0.2%	10%
O=C(Nc1ccc(N2CCOCC2)c(Cl)c1)c1c(F)c(F)c(F)c(F)c1F	8%	1.2	1117	-2.4%	17%	1.1	-1%	7.9%	3.1%	3%
O=C(O)CCNC(=O)COc1ccc2c3c(c(=O)oc2c1)CCCC3	x	x	x	x	x	x	4%	3.6%	0.1%	2%
COc1ccc(C(=O)Oc2ccc(C(=S)N3CCCC3)cc2)cc1OC	-7%	0.1	1399	-1.0%	-6%	1.2	8%	2.1%	-0.4%	-10%
O=C(Oc1ccc2c3c(c(=O)oc2c1)CCCC3)c1cccs1	-2%	0.53	1376	-2.6%	4%	1.2	16%	8.6%	-0.8%	-4%
CCC(C)NC(=O)Cc1c(OC)ccc2cc(Br)ccc12 (centres undefined)	13%	-0.44	1369	2.6%	11%	1.1	13%	4.0%	-0.9%	-1%
O=c1oc2cc(O)ccc2cc1-c1ccc(F)cc1	8%	-0.32	1725	-2.8%	3%	1.2	18%	17%	0.0%	1%
CNC(=O)COc1ccc(S(=O)(=O)N2CCCC2)cc1	x	x	x	x	x	x	9%	0.7%	-0.1%	-10%
Cc1ccc(-n2nnnc2SCC(=O)N2CCCCC2)cc1	-4%	1.4	713	-0.7%	-5%	1.2	4%	-0.3%	-0.4%	-10%
CCOc1ccccc1NC(=O)NC1(C(=O)NCc2cccnc2)CCCCC1	x	x	x	x	x	x	7%	1.4%	-0.9%	-1%
CC(=O)c1cccn1S(=O)(=O)c1ccccc1	x	x	x	x	x	x	2%	2.5%	0.1%	3%
COc1ccccc1C1CCN(Cc2ccc(Cl)cc2Cl)CC1	x	x	x	x	x	x	0%	-1.1%	0.2%	-2%
O=C(NNC(=O)C1CCCCC1)c1ccncc1	x	x	x	x	x	x	10%	0.3%	-0.5%	-1%
Cc1[nH]n(C(N)=S)c(=O)c1N=Nc1ccc2ccccc2c1	12%	-2	793	-1.0%	-2%	1.7	26%	x	0.0%	-5%
Cc1ccccc1OCCC(=O)Nc1cccc(S(=O)(=O)Nc2ccccc2Cl)c1	18%	0.56	1194	-2.6%	15%	1	0%	10%	-1.1%	18%
CC1(C)CC(=O)C=C(NCC(=O)O)C1	3%	0.1	1103	3.8%	4%	1.1	-2%	0.2%	0.1%	-6%
CC1=C(C)[N+](=O)C2(O)CCCCC2(C)N1[O-] (centres undefined)	-3%	0.14	1414	-0.8%	-3%	1.1	-1%	2.8%	0.0%	3%
Cc1csc(Sc2ccc([N+](=O)[O-])cc2C(=O)OCC(=O)NC2CCCC(C)C2C)n1 (centres undefined)	3%	-0.73	1561	-0.4%	-9%	0.9	17%	0.5%	0.2%	14%
C=CCn1c(SCCCCCC)nc(O)cc1=O	1%	0.75	1221	x	1%	1.1	18%	-1.1%	0.8%	-5%
Cc1cccc(N2CCN(C3CCCCC3NS(=O)(=O)c3ccccc3)CC2C)c1 (centres undefined)	x	x	x	x	x	x	2%	6.5%	0.3%	3%
O=C(O)CCCN1C(=O)c2ccccc2Sc2ncccc21	x	x	x	x	x	x	17%	0.9%	-0.4%	9%
CCCCN(C)C(=O)c1coc(=O)c2ccccc12	-9%	1.1	1563	-0.4%	-8%	1.1	21%	0.5%	0.1%	-4%
Cn1c(O)c(N=NC(=O)CNC(=O)c2ccccc2)c2cc(Br)ccc21	x	x	x	x	x	x	9%	3.7%	-0.4%	-1%
CCc1nc(OCc2ccccc2)c2sc3nc4c(cc3c2n1)COC(C)(C)C4	6%	x	x	0.0%	8%	1.1	8%	0.2%	0.2%	-9%
Cn1cccc1C1NC(=O)c2c(sc3c2CCC(C(C)(C)C)C3)N1 (centres undefined)	-45%	-0.59	1764	1.3%	-17%	1.1	-2%	20%	-0.2%	31%
CC(C)(C)CC(=O)Nc1nnc(CCc2ccccc2)s1	x	x	x	x	x	x	37%	1.5%	-0.1%	-1%
CCS(=O)(=O)N1CCC(C(=O)Oc2ccc(Cl)cc2)CC1	x	x	x	x	x	x	8%	-0.1%	-0.2%	2%
Cc1cc[n+]2cc(-c3cccc([N+](=O)[O-])c3)c(-c3cccc([N+](=O)[O-])c3)cc2c1	5%	-0.2	1213	2.2%	-3%	1	5%	12%	0.7%	7%
COc1ccccc1C1(O)CCN(CC(=O)Nc2c(C)nn(C)c2C)CC1	-16%	1.1	1265	-1.7%	-18%	1.1	10%	-0.5%	0.5%	12%
CN(C)CCNC(=O)Nc1ccc(Cl)c(Cl)c1	-4%	0.05	1510	0.2%	1%	1.1	2%	-1.7%	1.4%	5%
COc1cccc2c1OC1(C)CC2NC(=O)N1Cc1ccccc1 (centres undefined)	2%	0.18	729	4.8%	9%	1.1	7%	1.8%	-0.2%	1%

The list goes on; it opens with the two that closed the last part.
SMILES	human PMI inhibitors	Insulin prom up	Insulin prom up cell count	CSM14.1 death rescue	human PMI inhibition	TNAP activation fold	Large T inhibition	RSV CPE inhibition	West Nile antiviral	PhoP inhibition
CN(C)CCNC(=O)Nc1ccc(Cl)c(Cl)c1	-4%	0.05	1510	0.2%	1%	1.1	2%	-1.7%	1.4%	5%
COc1cccc2c1OC1(C)CC2NC(=O)N1Cc1ccccc1 (centres undefined)	2%	0.18	729	4.8%	9%	1.1	7%	1.8%	-0.2%	1%
CCOC(=O)c1ccc(NC(=S)N(CCCN2CCN(CC)CC2)Cc2cccs2)cc1	-2%	0.17	1264	1.2%	-5%	1.1	5%	-2.4%	0.0%	1%
Cn1cc(C(=O)NCC2COc3ccccc3O2)c(=O)c2cc(S(=O)(=O)N3CCCCC3)ccc21 (centres undefined)	21%	-0.43	1004	2.5%	10%	1.1	-1%	1.7%	0.4%	-9%
Oc1[nH]c2ccc(Br)cc2c1N=Nc1nn[nH]n1	x	0.37	1047	x	x	x	23%	0.0%	0.2%	-8%
Cc1ccccc1NC(=O)CSc1nc2ccccc2c2nc(CCn3cncc3C)nn12	-4%	0	1266	-1.8%	11%	1.3	2%	-0.1%	0.3%	1%
CCCN(CCC)c1ccc(C(O)c2nnc(-c3ccccc3)o2)cc1 (centres undefined)	9%	-0.23	1276	0.8%	8%	1.1	6%	5.7%	-1.5%	3%
O=C(NCC1c2ccccc2CCN1C(=O)CN1CCOCC1)C1CCCCC1 (centres undefined)	4%	-0.4	1495	-0.1%	3%	1.2	8%	0.3%	-0.1%	-4%
Cc1ccc2cc(C#N)c(NCc3ccccc3)nc2c1	-2%	-0.94	1572	1.1%	-3%	1.1	-19%	1.4%	-0.2%	4%
O=C(CN1CCN(Cc2ccccc2)CC1)NCc1ccccc1Cl	x	x	x	x	x	x	5%	2.0%	-0.7%	5%
Cc1cc(C(F)(F)F)nn1Cc1n[nH]c(=S)n1-c1ccc(F)cc1	13%	0.24	1261	-2.1%	8%	1	16%	1.2%	0.1%	-10%
O=c1[nH]nc(-c2ccc(F)cc2)cc1Cc1ccc(F)cc1	x	x	x	x	x	x	-2%	1.0%	-0.2%	-11%
COC(=O)c1ccc(NS(=O)(=O)c2ccc3c(c2)n(C)c(=O)n3C)cc1	x	x	x	x	x	x	4%	2.4%	-1.0%	-1%
COc1ccc(C(=O)Nc2nncs2)cc1S(=O)(=O)N1CC(c2ccccc2)CC1=O (centres undefined)	-5%	0.88	931	-0.8%	-5%	1.1	0%	-0.6%	-0.3%	0%
Cc1ccc(Cn2c(=N)n(CC(=O)c3ccc([N+](=O)[O-])cc3)c3ccccc32)cc1	-18%	u	x	-5.3%	-5%	0.9	4%	1.9%	0.0%	143µM*
O=C(NCCN1CCOCC1)c1ccc2c(c1)N(Cc1ccccc1F)C(=O)CS2	-19%	-0.09	1507	2.6%	-18%	1	-1%	0.5%	x	3%
